CatL inh = blocks human cathepsin L protease activity; actives 0.17% (n = 58,000); inhibition, %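 (tested at 10 µM)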; AID 460; purified cathepsin L, fluorogenic substrate, fluorescence; P07711; in the data active = inhibition above about 45%;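 also: 0% = enzyme with no compound and 100% = no enzyme blank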
Target sequence (P07711 114-288 limits assumed): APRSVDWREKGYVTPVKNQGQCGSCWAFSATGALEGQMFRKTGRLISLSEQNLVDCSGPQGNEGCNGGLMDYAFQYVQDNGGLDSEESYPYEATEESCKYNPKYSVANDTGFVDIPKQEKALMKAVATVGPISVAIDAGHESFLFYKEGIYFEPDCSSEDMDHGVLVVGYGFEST
Target sequence (P07711 292-333 limits assumed): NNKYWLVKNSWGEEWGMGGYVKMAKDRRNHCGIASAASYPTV
Ec RNAP inh = Escherichia coli RNA polymerase inhibition. E. coli RNA polymerase, fluorescence transcription assay. P0A8V2. inhibition, %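 (tested at 10 µM)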. actives 0.2% (n = 62,000); in the data active = inhibition above about 20%;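 also: 0% = enzyme without compound and 100% = no enzyme blank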
CatB block = blocks human cathepsin B protease activity; P07858; purified cathepsin B, fluorogenic substrate, fluorescence; AID 453; actives 0.1% (n = 63,000); inhibition, %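 (tested at 10 µM)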; in the data active = inhibition above about 21%;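 also: 0% = enzyme with no compound and 100% = no enzyme blank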
C1s inh = blocks human complement C1s protease activity; mean inhibition % of two 10-compound mixtures (stronger effect = higher value), % at 5 µM (by protocol); actives 0.16% (n = 62,000); purified C1s, fluorogenic AMC substrate, pooled mixtures; P09871;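 active = inhibition above 20% in each of the two 10-compound mixture wells holding the compound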;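 also: 0% = enzyme wells lacking compound mixture and 100% = no-enzyme blank wells; some compounds called inactive have numbers as strong as hits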
CatS block = inhibitors of human cathepsin S. recombinant cathepsin S, AMC dipeptide fluorescence, pooled mixtures. inhibition, %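 (tested at 5 µM per compound within 10-compound mixtures)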. P25774. actives 0.06% (n = 62,000); in the data active = inhibition above about 32%, passing the limit was not always enough;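 also: 0% = enzyme without compound and 100% = blank without enzyme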
Target sequence (P25774 115-331 limits assumed): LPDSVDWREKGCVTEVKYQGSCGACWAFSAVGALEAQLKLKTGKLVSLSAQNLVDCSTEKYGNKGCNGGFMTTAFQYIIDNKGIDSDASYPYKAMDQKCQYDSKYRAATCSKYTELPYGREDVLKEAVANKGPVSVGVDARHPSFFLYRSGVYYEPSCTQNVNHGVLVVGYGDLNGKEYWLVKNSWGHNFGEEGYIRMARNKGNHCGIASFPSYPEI
FXIa mix inh = factor XIa (human) inhibition, mixture screen | P03951 | purified FXIa, fluorogenic substrate, pooled mixtures | inhibition, % at 5 µM | actives 0.19% (n = 62,000); in the data active = inhibition above about 20%, passing the limit was not always enough;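 also: each value is inhibition by a whole ten-compound pool holding the compound; 0% = enzyme with no mixture and 100% = wells lacking enzyme; strong numbers were not always called active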
CatG inh = cathepsin G (human) inhibition | actives 0.2% (n = 62,000) | inhibition, % at 5 µM (by protocol) | purified enzyme, AMC-tetrapeptide fluorescence, pooled mixtures;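 active = inhibition above 20% in each of the two mixture wells holding the compound; inactive = inhibition of 20% or less in either well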;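 also: 0% = enzyme control without mixture and 100% = blank lacking enzyme; strong numbers were not always called active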
Target sequence (P08311 21-244 limits assumed): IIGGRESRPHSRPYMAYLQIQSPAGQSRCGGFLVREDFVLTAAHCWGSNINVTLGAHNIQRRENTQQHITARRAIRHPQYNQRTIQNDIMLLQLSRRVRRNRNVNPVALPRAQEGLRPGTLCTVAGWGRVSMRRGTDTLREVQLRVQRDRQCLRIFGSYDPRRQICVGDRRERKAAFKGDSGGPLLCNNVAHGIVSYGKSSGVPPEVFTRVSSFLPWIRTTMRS
AP complement = orthogonal test for alternative complement pathway inhibitors | Human serum alternative complement pathway, LPS-coated ELISA, C3 deposition; tested in compound mixtures | AID 1235 | actives 0.08% (n = 62,000) | inhibition, % at 5 µM;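 active = inhibition above 30% in each of the two pooled mixtures holding the compound, so the lower value exceeds 30%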;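 also: 0% = serum in Mg-EGTA without compound and 100% = EDTA serum blank; some compounds past the cut are filed as inactive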
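Assay system: Human serum alternative complement pathway, C3 deposition on LPS-coated wells | Incubation: 1 h serum-compound exposure at 37 °C | Doses: 5 µM per compound in ten-compound mixtures | Read-out: Percent inhibition | Technique: ELISA with HRP anti-human C3 antibody, TMB substrate, absorbance 450 nm | Replication: Two pool placements per compound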
CatB mix inh = human cathepsin B inhibition by mixtures; inhibition, %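 (ten-compound pools at 5 µM per compound and 50 µM total)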; actives 0.06% (n = 62,000); AID 488; P07858; Purified cathepsin B, AMC dipeptide fluorescence, compound mixtures; in the data active = inhibition above about 22%, passing the limit was not always enough;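 also: 0% = enzyme without compound and 100% = no enzyme blank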
Active calls of the source: *; i = inactive; . = no result given. Not all compounds are listed; rates above refer to the full screens.

SMILES | CatL inh | Ec RNAP inh | CatB block | C1s inh | CatS block | FXIa mix inh | CatG inh | AP complement | CatB mix inh
CCOC(=O)c1oc2nc3c(cc2c1N)COC(C)(C)C3 | -62 | 0 | 4 | -8 | -9 | 4 | 4 | 6 | -1
CC(O)c1cccc(NC2=CC(=O)CC(C)(C)C2)c1 (centres undefined) | 3 | 9 | 8 | -16 | 4 | 0 | -1 | 8 | 2
O=C(c1ccc(Br)o1)N1CCN(C/C=C/c2ccccc2)CC1 | -2 | -1 | -6 | -30 | -6 | 8 | 0 | 26 | 4
O=C(OCCOCCN=C1NS(=O)(=O)c2ccccc21)c1ccncc1 | -11 | 1 | 0 | 3 | -6 | 0 | 8 | 29 | 25
CC(=O)N1CCC2(CC1)CC(=O)c1cc(OCC(=O)NCc3ccc(C)cc3)ccc1O2 | -135 | -6 | -3 | -67 | 0 | -15 | -2 | 9 | -1
c1ccc(/N=C2\N=C(Nc3ccccn3)c3ccccc32)nc1 | 17 | 4 | 3 | 16 | 5 | 0 | 31 | 3 | -1
CCOC(=O)c1ccc(NC(=O)CC2SCCNC2=O)cc1 (centres undefined) | 9 | 7 | 0 | 9 | -10 | 4 | 9 | 4 | 1
O=C(OCc1nnc(-c2ccccc2)o1)c1ccc2c(c1)OCO2 | 18 | 9 | 3 | 13 | 4 | 3 | 9 | -5 | 4
COC(=O)C1CCN(C(=O)Cc2ccc(Br)cc2)CC1 | 6 | -1 | 2 | -2 | 4 | 1 | -4 | -3 | -7
O=C(NCCCn1ccnc1)c1ccc(Cl)c(S(=O)(=O)N2CCOCC2)c1 | 4 | -2 | 3 | 5 | 2 | 3 | 10 | 21 | 5
CCCN(CCC)CCCNC(=O)c1cc2c(=O)n(C)c3ccccc3c2n1C | -7 | 50* | -7 | 1 | 12 | 6 | -1 | 21 | 6
CCN(Cc1ccccc1)S(=O)(=O)c1ccc(S(=O)(=O)N2CCN(C)CC2)cc1 | 1 | 7 | 0 | -18 | -5 | 6 | -1 | -1 | -1
COc1ccccc1-n1nnnc1SCC(=O)Nc1cc(C)on1 | 10 | 7 | 4 | -12 | 15 | 1 | -5 | -13 | 3
COc1ccc(CNC(=O)CSc2nnc(C)s2)cc1 | -5 | 5 | 1 | -17 | -5 | -14 | 5 | 31 | 2
CC1=CCC(C(C)(C)NC(=O)c2ccccc2)C/C1=N\O (centres undefined) | 5 | -6 | -2 | -1 | -7 | 8 | 5 | 6 | -2
COc1ccc(NC(=O)Nc2c(C)n(C)n(-c3ccccc3)c2=O)cc1 | . | -3 | 0 | -1 | 7 | 7 | -3 | 15 | 2
COc1ccc(-c2ccc(-c3noc(C)n3)c(OC)n2)cc1 | -186 | 2 | -2 | -34 | 9 | -4 | 1 | 5 | 1
COc1ccc(Nc2cccccc2=O)cc1 | . | 1 | 2 | -10 | -9 | 7 | -4 | 4 | 0
CCOC(=O)N1CCC(NC(=O)CN2C(=O)C(CC)Oc3ccc(C)cc32)CC1 (centres undefined) | 24 | 7 | 4 | 11 | 7 | 8 | 9 | 14 | 0
COc1ccc(NCc2nnc(SCC(=O)c3ccc(OC)cc3)n2C)cc1 | 0 | -1 | 0 | 9 | -4 | 4 | 10 | 16 | 5
COc1cc(C(C)=O)ccc1OC(=O)C(C)N1C(=O)c2ccccc2C1=O (centres undefined) | -5 | 3 | 0 | 11 | 1 | 5 | 10 | 6 | 5
CCOc1ccc(-c2nnc3ccc(SCC(=O)N4CCN(c5ccccc5)CC4)nn23)cc1 | -10 | 2 | -6 | -10 | 2 | 25 | 18 | 12 | 29
O=S(=O)(Nc1cccc(-c2nc3cccnc3s2)c1)c1ccc2c(c1)OCCO2 | 13 | 9 | 1 | -26 | 17 | 7 | 2 | 12 | 5
Cc1cccc(NC(=O)CSc2nnc(NC(=O)CN3CCOCC3)s2)c1 | -4 | -4 | 1 | -14 | 3 | 6 | -5 | 0 | -1
CC1CN(C(=O)Nc2ccc3snnc3c2)c2ccccc21 (centres undefined) | 10 | 9 | 1 | 11 | 7 | 5 | 9 | 0 | -2

Next structures follow.
SMILES | CatL inh | Ec RNAP inh | CatB block | C1s inh | CatS block | FXIa mix inh | CatG inh | AP complement | CatB mix inh
COc1ccccc1NC(=O)c1ccccc1NS(C)(=O)=O | -5 | 8 | -2 | 4 | -1 | 8 | 0 | 14 | 6
Cc1cccn2c(=O)c3cc(C(=O)NCC4CCCO4)c(=N)n(Cc4cccnc4)c3nc12 (centres undefined) | i | 1 | -15 | -150 | -6 | -5 | -12 | 12 | -8
CC(C(=O)Nc1ccccc1F)N1C(=O)c2ccccc2C1=O (centres undefined) | . | 1 | -1 | 13 | 0 | 1 | 10 | 3 | 2
COc1ccccc1NC(=O)N1CCCC1C(=O)NCc1ccc(F)cc1 (centres undefined) | 10 | 4 | -1 | -3 | 4 | -2 | 1 | 4 | 5
COc1ccc(OC)c(N=c2oc3c(OC)cccc3cc2C(=O)NCc2ccco2)c1 | 21 | 8 | 9 | -6 | 43 | 3 | -6 | -13 | 0
CCN1CC=C2C(C#N)=C(N)C(C#N)(C#N)C(CCc3ccccc3)C2C1 (centres undefined) | 28 | -9 | 2 | -22 | 48 | 1 | -3 | 5 | -1
Cc1ccc(S(=O)(=O)NC(=O)c2cc(C)n(CCCN3CCOCC3)c2C)cc1 | 2 | -2 | -1 | 15 | -4 | 7 | 11 | 9 | 1
CC(C)CC(=O)Nc1ccccc1N1CCOCC1 | 17 | 2 | 2 | -16 | 6 | 4 | -3 | -3 | -3
Cc1ccc2c(c1)[nH]c1c(N3CCN(Cc4ccccc4)CC3)ncnc12 | -3 | 3 | -1 | -14 | -6 | -1 | -4 | -15 | 2
CC(=O)Nc1cccc(-c2nc3ccc(NC(C)=O)cc3[nH]2)c1 | -80 | 3 | 3 | -8 | 12 | 11 | 12 | 8 | 2
CCc1c(C)n([O-])c2c([n+]1=O)CCCCC2 | 31 | 10 | 10 | 7 | 1 | 5 | 10 | 5 | 0
Cc1ccccc1C1CC(c2ccc(F)cc2)Nc2nc(N)nn21 (centres undefined) | 4 | 7 | 3 | -20 | 10 | -4 | 8 | -4 | -1
COc1cccc(C(=O)Nc2cccc(SC)c2)c1 | -1 | 6 | 1 | 2 | -4 | -4 | 9 | 3 | -2
CCSc1nc2c(c(=O)[nH]c(=O)n2C)n1C | -4 | 2 | -3 | -140 | -20 | -18 | -20 | 6 | -4
CCOC(=O)c1c(C)n(C)c2ccc(O)c(CN3CCCCC3)c12 | -8 | 7 | -6 | -4 | 8 | 2 | 1 | 0 | -4
COC(=O)c1ccccc1N1C(=O)C2C(C1=O)[C@H]1C=C[C@@H]2C1 (some centres undefined) | 5 | 3 | 1 | 5 | 5 | 4 | 1 | -3 | 0
O=C(c1ccc(F)cc1F)N(Cc1ccccn1)Cc1ccco1 | 6 | 11 | 6 | 4 | -1 | 7 | 11 | 1 | 3
c1ccc(-n2nnnc2Oc2ccc(-n3ccnc3)cc2)cc1 | 1 | 5 | 5 | 10 | -6 | 7 | 8 | 5 | -1
O=S(=O)(c1cccc(-c2nnc(SC(F)F)n2-c2ccccc2)c1)N1CCCCC1 | -1 | 2 | 4 | 5 | -4 | 6 | 6 | 14 | -2
COC(=O)C1C(=O)C2=C(CC1C)NC(C)=C(C(=O)OC1CCCCC1)C2c1ccc(N(C)C)cc1 (centres undefined) | 11 | 7 | 1 | 17 | 5 | 10 | 10 | 8 | 3
Cc1ccc2cc(C#N)c(SCC(=O)NCc3ccco3)nc2c1 | -1 | 6 | 0 | -145 | -10 | -12 | -20 | 9 | 1
COc1ccc(C(=O)Oc2c(C)occc2=O)cc1OC | 9 | 5 | 1 | 10 | 3 | 4 | 8 | 27 | 5
COc1ccc(-c2noc(CN(C)S(=O)(=O)c3ccccc3)n2)cc1OC | -1 | -4 | 4 | 1 | 1 | 14 | -1 | 4 | 1
COc1ccc2cc(C(=O)OC(C)C)sc(=O)c2c1OC | 4 | 2 | 1 | 20 | 4 | 4 | 7 | 12 | 4
COc1cc2c(C#N)c(N3CCCCC3)nc(N)c2c(N)n1 | -31 | -2 | 7 | -21 | 10 | -6 | -6 | -2 | 2

Next results:
SMILES | CatL inh | Ec RNAP inh | CatB block | C1s inh | CatS block | FXIa mix inh | CatG inh | AP complement | CatB mix inh
Cc1ccc(S(=O)(=O)Nc2ccccc2F)cc1C(=O)NCCCN1CCCC1=O | 0 | -4 | 1 | -26 | -12 | 4 | -6 | 0 | -2
CC(C)[C@H](NC(=O)NC1CCCC1)C(=O)O | 9 | 9 | 3 | 12 | -1 | 4 | 10 | 10 | 3
Cc1noc(C)c1COC(=O)CCCOc1ccc(Cl)cc1Cl | 13 | 1 | 4 | 16 | -4 | 7 | 18 | 5 | 0
O=C(CNS(=O)(=O)c1cccs1)N1CCN(c2ccccn2)CC1 | 0 | -5 | 4 | -38 | 1 | 9 | -6 | 1 | -1
CCC(CC)n1[nH]c(=O)c2c(C)cc(C)nc21 | 2 | 9 | 2 | -10 | 4 | 8 | 9 | 1 | -11
N#CCCN(C(=O)COC(=O)c1ccc2c(c1)NC(=O)CS2)c1ccc2c(c1)OCCO2 | -9 | 1 | -4 | -6 | -8 | 1 | -4 | 12 | 4
CCSc1nc(=S)n(CC)c(C)c1C(C)=O | -1 | 3 | 3 | 14 | 3 | 10 | 7 | 20 | 0
Cc1cc2n(n1)C(c1ccc(O)cc1)Nc1ccccc1-2 (centres undefined) | 1 | . | 2 | -207 | -24 | -34 | -16 | 3 | -11
CCOc1cc(C(=O)OCC(=O)NCc2ccco2)cc(OCC)c1OCC | -1 | -1 | -3 | -28 | -1 | 5 | -1 | 8 | 3
Cc1cc(C(F)F)n2nc(C(=O)NCc3ccccc3F)nc2n1 | . | 0 | -2 | -7 | -5 | 8 | -4 | -3 | -4
O=S(=O)(NCCC1=CCCCC1)c1cccc2nsnc12 | -3 | 0 | -2 | -5 | -1 | 4 | -1 | 18 | -4
CCc1ccccc1NC(=O)CSc1nc2c(c(-c3ccco3)c1C#N)CCCC2 | 24 | 8 | 3 | 3 | 23 | 6 | 3 | 5 | 0
C=CCc1cccc2cc(C(=O)N(C)C)c(=O)oc12 | -2 | 2 | 4 | 3 | -1 | -1 | 10 | 11 | 2
CCn1cc(C(=O)NCCC2=CCCCC2)c(=O)c2cc(S(=O)(=O)N(C)C)ccc21 | 11 | 8 | 1 | -22 | 10 | -4 | -10 | -4 | 0
COc1cccc(NC(=O)Cc2ccccc2)c1 | 16 | 3 | 10 | -13 | 14 | -1 | -13 | -11 | 8
Cc1ccc2nc(CSc3nnc(-c4ccco4)o3)cc(=O)n2c1 | 6 | 0 | 1 | -1 | -3 | -1 | 7 | 11 | 3
COc1ccc(Cl)cc1NC(=O)CN1CCC(n2nnc3ccccc32)CC1 | 10 | 6 | 4 | -70 | 6 | -5 | -8 | 11 | -8
Cc1cc(C)n(CC(=O)n2c3c(c4ccccc42)CCCC3)n1 | 8 | 9 | 5 | -4 | 11 | 0 | 27 | -13 | 0

Compound profiles, from the list above. Values in the order: CatL inh	Ec RNAP inh	CatB block	C1s inh	CatS block	FXIa mix inh	CatG inh	AP complement	CatB mix inh
Shown for Cc1cc(C)n(CC(=O)n2c3c(c4ccccc42)CCCC3)n1 → 8	9	5	-4	11	0	27	-13	0
Shown for CCC(CC)n1[nH]c(=O)c2c(C)cc(C)nc21 → 2	9	2	-10	4	8	9	1	-11
Shown for CCSc1nc(=S)n(CC)c(C)c1C(C)=O → -1	3	3	14	3	10	7	20	0
Shown for CCn1cc(C(=O)NCCC2=CCCCC2)c(=O)c2cc(S(=O)(=O)N(C)C)ccc21 → 11	8	1	-22	10	-4	-10	-4	0

Compound activity deposited in PubChem by PCMD.
